High-throughput results as filed in PubChem BioAssay.
NCI-60 one-dose screen, 48 h, at 10 µM unless noted. Numbers give growth in % (100 = growth as untreated, 0 = no growth, -100 = all killed).
NCI-H460 = NCI-H460 lung cancer. actives 6.8% (n = 82,000)
NCI-H322M = NCI-H322M lung cancer; actives 2.7% (n = 80,000); AID 1794733
RXF 393 = RXF 393 renal cancer cells | actives 6.9% (n = 77,000)
786-0 = 786-0 renal cancer cells; actives 5.1% (n = 81,000); AID 1794775
TK-10 = TK-10 renal cancer cells | actives 3.9% (n = 81,000) | AID 1794769
CAKI-1 = CAKI-1 renal cancer; actives 4.7% (n = 75,000); AID 1794772
NCI-H522 = NCI-H522 lung cancer; AID 1794739; actives 8% (n = 78,000)
UO-31 = UO-31 renal cancer | AID 1794768 | actives 5.2% (n = 81,000)
ACHN = ACHN renal cancer. AID 1794771. actives 4.9% (n = 81,000)
* marks the source's active call; other numbers are inactive results; . = not tested or not shown; & = joins results of further samples. The calls were made as follows: active = growth percent below 10; inactive = the rest.

Structure	NCI-H460	NCI-H322M	RXF 393	786-0	TK-10	CAKI-1	NCI-H522	UO-31	ACHN
O=C(O)c1ccc(-n2cc(CNc3ccc(F)cc3)c(-c3ccc(F)cc3)n2)cc1	74	80	94	98	93	65	76	65	73
Cc1cc(C(=O)C(C(c2ccccc2)N2CCOCC2)N2CCOCC2)ccc1Cl (stereo not drawn)	111	102	108	102	115	79	84	71	102
O=C(/C=C/c1ccccc1)c1ccc(Nc2nc(Nc3ccc(F)cc3)nc(Nc3ccc(Cl)cc3)n2)cc1	82	94	134	87	106	87	88	82	93
O=C(Cn1nnc(N2CCCCC2)n1)N/N=C/c1ccccc1O	76	72	82	80	108	52	104	46	72
CCCCOC1=NN(c2ccccc2)C(c2ccc(Cl)cc2)N2CCC[C@@H]12 (stereo partly drawn)	98	95	106	103	108	98	71	82	104
CCCCCN1C=C/C(=C\C(=O)n2ccc3ccccc32)c2ccccc21	91	88	103	95	110	71	77	49	94
CC1(C)C2CC[C@]3(C)C(C(=O)C=C4[C@@H]5C[C@@](C)(C(=O)O)CC[C@]5(C)CC[C@]43C)[C@@]2(C)CC[C@@H]1OC(=O)CCC(=O)O (stereo partly drawn)	117	109	.	102	107	102	102	102	106
OC(CBr)c1ccc(Br)c2ccccc12 (stereo not drawn)	106	106	86	99	103	83	98	84	99
COc1cc(Cl)cc(-c2nn(-c3cccc(NC(=O)c4cccc(C(F)(F)F)c4)c3)cc2-c2ccncc2)c1	41	79	40	67	73	54	32	37	48
COc1ccc(OC)c(NC(=O)c2cc3oc4ccccc4c3cc2O)c1	100	101	143	93	135	75	91	80	99
CC(=O)OC1CCC2(C)C(=CC3C4CCC(=O)C4(C)CCC32)C1 (stereo not drawn)	108	113	115	102	108	101	97	96	101
CCO/C=C1\SC(=S)N(CCc2ccc(OC)c(OC)c2)C1=O	101	113	181	114	100	100	99	82	99
Cc1cc(O)c([N+](=O)[O-])cc1Cl	109	100	133	97	106	96	97	90	95
CCOc1nc2sc(C(N)=O)c(C)c2c(=O)n1Cc1ccccc1	100	99	.	103	118	92	.	89	96
CCC/C(C)=C/c1ccc(CC)cn1	.	102	106	107	82	59	104	92	98
Cc1[nH]nc2c1C(c1cc3c(cc1Br)OCO3)C(C#N)=C(N)O2 (stereo not drawn)	105	105	100	102	100	94	99	80	102
COC(=O)C1=C(C(=O)OC)C2C(C)=CC(C)=CN2C(C(=O)OC)=C1C(=O)OC (stereo not drawn)	104	89	.	101	.	99	102	84	100
C[n+]1c2ccccc2nc2ccccc21	17	.	24	11	.	15	-39*	42	14
Cc1c(C)c2ccc(OCc3nnc4sc(-c5ccccc5)nn34)cc2oc1=O	93	99	100	94	93	92	74	74	76
CCC(=O)OCCN(C(=O)CC)c1ccccc1	109	106	114	96	99	96	95	95	107
O=C(Nc1ccccc1)OC(CCl)C(Cl)CCl (stereo not drawn)	.	106	93	103	96	.	88	93	106
CCC(C)C(NC(=O)C(Cc1cnc[nH]1)N(C(=O)OCc1ccccc1)C(=O)OCc1ccccc1)C(=O)OCc1ccccc1 (stereo not drawn)	109	93	110	100	98	99	85	81	99
Cc1ccc(S(=O)(=O)C/C(=N\Nc2ccc(S(N)(=O)=O)cc2)c2cc3ccccc3o2)cc1	100	101	106	98	100	91	91	86	107
c1ccc2c(c1)Sc1ccccc1S2	101	93	100	95	99	103	99	99	109
CO[C@@H](C=O)O[C@@H](C=O)CO	103	92	.	102	92	.	81	68	86
c1cc(-c2nc(N3CCOCC3)c3c4c(sc3n2)CCCC4)ccn1	100	97	87	78	90	70	69	66	91
O=C(CC(O)c1ccccc1)Nc1ccccn1 (stereo not drawn)	112	93	131	102	98	88	96	77	111
CCCc1cc(=O)[nH]c(=S)[nH]1	112	106	111	99	112	98	113	102	91
CCN(CC)CCn1cc(Sc2cccc(OC)c2)c2cc(OC)ccc21	99	96	59	78	95	76	97	59	93
COc1nc(Nc2cccc(C(F)(F)F)c2)nc(OC)n1	106	97	102	97	111	103	75	84	110

Of the compounds above, 3 have an NH in an aromatic ring:
Structure	NCI-H460	NCI-H322M	RXF 393	786-0	TK-10	CAKI-1	NCI-H522	UO-31	ACHN
Cc1[nH]nc2c1C(c1cc3c(cc1Br)OCO3)C(C#N)=C(N)O2 (stereo not drawn)	105	105	100	102	100	94	99	80	102
CCC(C)C(NC(=O)C(Cc1cnc[nH]1)N(C(=O)OCc1ccccc1)C(=O)OCc1ccccc1)C(=O)OCc1ccccc1 (stereo not drawn)	109	93	110	100	98	99	85	81	99
CCCc1cc(=O)[nH]c(=S)[nH]1	112	106	111	99	112	98	113	102	91

Returning to the listing, repeating the three entries before the break.
Structure	NCI-H460	NCI-H322M	RXF 393	786-0	TK-10	CAKI-1	NCI-H522	UO-31	ACHN
CCCc1cc(=O)[nH]c(=S)[nH]1	112	106	111	99	112	98	113	102	91
CCN(CC)CCn1cc(Sc2cccc(OC)c2)c2cc(OC)ccc21	99	96	59	78	95	76	97	59	93
COc1nc(Nc2cccc(C(F)(F)F)c2)nc(OC)n1	106	97	102	97	111	103	75	84	110
CCCCCCCC/C=C\CCCCCCCCOc1ccccc1CCOP(=O)(O)OCC[N+](C)(C)C	9.1*	106	.	82	1.1*	27	39	65	81
CCOC(=O)c1ccc2[nH]c(-c3ccccc3)cc(=O)c2c1	101	98	103	104	112	99	101	97	98
Cc1c2cnccc2c(C)c2c1c1cc(C3OCCCO3)ccc1n2C	0.2*	-2.2*	-79*	12	-14*	8.1*	-42*	-7.3*	-12*
C=CCOc1ccc(C#N)cc1	102	121	122	95	101	109	110	95	101
Cn1ncc2c(NCCO)ncnc21	110	102	91	101	100	97	97	93	99
CCOC(=O)c1nn(-c2ccn(C)n2)c(C(=O)OCC)c1N	103	99	150	104	100	95	96	84	92
CC(=O)Nc1ccc2c(c1)C(N1CC3CCC(CC3)C1)c1ccccc1-2 (stereo not drawn)	64	115	82	93	113	71	108	67	93
COc1ccc(NC(=O)/C=C/C(=O)O)cc1	115	114	101	110	115	102	103	88	94
O=S(=O)(Nc1nc(-c2nc(-c3ccccc3)no2)cs1)c1cc(Cl)cc(Cl)c1	97	91	101	102	114	84	83	76	94
O=C(O)C(Cc1ccccc1)N1C(=O)/C(=C/c2cccnc2)SC1=S (stereo not drawn)	103	112	106	104	109	95	105	88	103
Cc1cc[n+](CCCC[n+]2ccc(C)cc2)cc1	108	97	106	96	107	.	120	96	104
c1ccc2c(c1)NC1(CCSc3ccccc31)n1nccc1-2 (stereo not drawn)	109	94	118	89	107	93	90	72	98
SCCNC1CCCCC1	102	95	94	.	100	118	94	90	98
CS(=O)(=O)c1ccc(-c2nn(-c3ccccc3)cc2/C=N/NC(=O)c2nc(N)n[nH]2)cc1	83	104	117	97	110	97	94	97	94
O=C1C=C(c2ccccc2)CO1	110	114	114	105	97	108	102	93	104
c1ccc(-c2[nH]c(-c3nccc4ccccc34)c(-c3ccccc3)c2-c2ccccc2)cc1	102	92	101	90	105	66	84	78	52
CCCCCCCCCCCCCCCCCCOc1cccc(CC(=O)OCC[N+](C)(C)C)c1	98	100	57	81	86	71	87	90	96
COc1ccc2c(c1)O/C(=C/c1ccc(OCC(=O)Nc3ccc(S(=O)(=O)N=C(N)N)cc3)cc1)C2=O	99	100	106	90	97	.	83	86	.
O=C(NCc1ccco1)Nc1ccccc1C(F)(F)F	112	106	127	101	117	97	103	93	119
CCOC(CN1CCN(CC(C)C(=O)c2ccccc2)CC1)c1ccccc1 (stereo not drawn)	100	96	99	106	115	94	74	89	106
O=C1OC(c2cccc3c(F)cccc23)c2ccccc21 (stereo not drawn)	104	132	121	105	105	97	83	87	101
NC(Cc1ccccc1)C(=O)Nc1nnc(C2CC2)s1 (stereo not drawn)	103	101	126	95	.	.	77	95	98
CC(C)NCCCNC(=O)C1COc2ccccc2O1 (stereo not drawn)	102	111	100	93	95	.	76	100	115
N=c1nc(N)nc2c3cc(Br)ccc3nnn12	90	93	81	97	108	48	85	58	89
CC(=S)N/C=C(\C#N)S(=O)(=O)c1ccc(C)cc1	105	116	109	98	93	93	78	95	98
CC(=O)N1N=C(c2ccc(Cl)cc2)CC1c1cn(Cc2ccc(Cl)cc2)c2ccccc12 (stereo not drawn)	82	85	.	93	89	60	73	59	85
COc1ccc(/C(C#N)=C/c2cccnc2)cc1	103	123	131	93	124	.	90	99	98
N#C/C(=C\c1cccc(Cl)c1)c1nc(N)nc(Nc2ccc(S(N)(=O)=O)cc2)n1	105	101	115	98	111	90	101	91	105
CCOCc1ccccc1C(O)(c1ccccc1)c1ccccc1	107	87	112	100	96	74	82	75	95
CN(C)C(=O)c1cc2cnc(Nc3ccc(-c4csc5c(=S)cc(N6CCOCC6)oc45)cc3)nc2n1C1CCCC1	3.3*	18	-54*	9.5*	4.8*	12	4.2*	-4.4*	6.6*

Reformatted with values under each structure: four of the compounds above.
Second line of a record: NCI-H460, NCI-H322M, RXF 393, 786-0, TK-10, CAKI-1, NCI-H522, UO-31, ACHN
CS(=O)(=O)c1ccc(-c2nn(-c3ccccc3)cc2/C=N/NC(=O)c2nc(N)n[nH]2)cc1
    83, 104, 117, 97, 110, 97, 94, 97, 94
CCOC(CN1CCN(CC(C)C(=O)c2ccccc2)CC1)c1ccccc1 (stereo not drawn)
    100, 96, 99, 106, 115, 94, 74, 89, 106
O=S(=O)(Nc1nc(-c2nc(-c3ccccc3)no2)cs1)c1cc(Cl)cc(Cl)c1
    97, 91, 101, 102, 114, 84, 83, 76, 94
CCOC(=O)c1nn(-c2ccn(C)n2)c(C(=O)OCC)c1N
    103, 99, 150, 104, 100, 95, 96, 84, 92

The results go on.
Structure	NCI-H460	NCI-H322M	RXF 393	786-0	TK-10	CAKI-1	NCI-H522	UO-31	ACHN
C=CCNC(=S)N/N=C/C=C/CCC	108	101	98	99	102	104	78	79	104
CC(C)CCC[C@@H](C)[C@H]1CC[C@H]2[C@@H]3CC=C4C[C@@H](N(C)C)CC[C@]4(C)[C@H]3CC[C@]12C	108	106	111	105	108	100	98	89	105
O=C(c1ccccc1)C1CCC=C1c1ccccc1 (stereo not drawn)	102	120	120	.	111	97	.	.	110
Nc1[nH]cnc(=S)c1N	104	108	110	100	101	113	92	96	102
O=S1(=O)OC2(CCCCC2)c2ccccc21	104	91	80	97	98	77	92	80	106
Cc1cc2c(c3c1C(=O)CC3)C(C)(C)C(C)C2(C)C (stereo not drawn)	109	102	111	97	101	102	87	99	109
Oc1c(CN2CCOCC2)cc(CN2CCOCC2)cc1CN1CCOCC1	107&111	111&129	131&118	94&115	99&115	96&91	97&96	99&83	102&109
N#C/C(=C\c1ccc(-c2ccc(Cl)cc2)o1)C(=O)Nc1ncc(Cc2cc(Cl)ccc2Cl)s1	99	97	101	98	110	104	94	88	106
Cn1cc(C(=O)c2nc(-c3c[nH]c4ccccc34)no2)c2ccccc21	35	68	90	98	68	57	56	62	86
NC(=O)c1ccc([N+](=O)[O-])o1	111	112	113	118	106	113	86	100	106
O=C1c2c(c3c4ccccc4n(CCCCCCN4CCOCC4)c3c3[nH]c4ccccc4c23)C(=O)N1O	72	.	90	5.7*	111	97	67	9.1*	93
COc1cccc(-c2c(C(=O)O)cc(O)c3ccc(OC)cc23)c1	116	105	116	97	100	105	93	74	100
